Screens: PubChem BioAssay, Broad Institute
PGC1a acetyl inh: lowers PGC1a acetylation signal in U2OS cells. AlphaScreen anti-acetyl-lysine; with virally co-expressed GCN5 acetyltransferase. inhibition, % at 15.6 µM. actives 0.17% (n = 350,000). AID 651687;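 active = every replicate shows inhibition of at least 40%; inconclusive = mean inhibition at least 40% but some replicate below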;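 note: 0% = neutral control wells and 100% = positive control wells; some results beyond the cut were filed as inactive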
PAX8 inh HTS: PAX8 transcriptional activity inhibition; RMG-I TPO-luciferase reporter, SteadyGlo, 24 h; actives 1.2% (n = 360,000); inhibition, % at 12.6 µM;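 active = mean replicate inhibition at least 60% with every replicate also reaching 60%; inconclusive = only one of the two criteria is met; inactive = mean below 60% and not all replicates reaching 60%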;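 note: luciferase light reporting Pax8 driven TPO promoter activity; plate controls were median of neutral control wells for no effect and mitoxantrone controls for full effect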
EWS-Fli block: inhibitors of EWS/Fli oncoprotein transcriptional activity; A673 NR0B1-luciferase reporter, viability-normalised; inhibition, % at 12.6 µM; actives 0.67% (n = 350,000);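 active = mean inhibition of at least 50% after viability correction, with every replicate also passing that limit; inconclusive = mean reaches 50% but only one of two replicates passes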;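 note: firefly luciferase signal divided by Alamar Blue viability fluorescence both relative to DMSO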
LGR2 inh: Drosophila LGR2 receptor signaling inhibition; HEK293 LGR2, CRE-luciferase, bursicon-stimulated, 4 h; inhibition, % at 9.99 µM; actives 0.35% (n = 380,000);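 active = drop in luminescence signal, shown as inhibition above about 50% in the replicate tests, limit read from the data, passing the limit was not always enough; inconclusive = probably only some replicates passing the limit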;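 note: agonist challenge used bursicon conditioned medium at about half maximal strength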
miR-122 sensor: inhibitors of miR-122 in Huh7 cells; activation (reporter increase), % at 12.5 µM; Huh7 miR-122 Renilla luciferase sensor, 48 h; neutral wells = 0, positive control = 100; actives 0.3% (n = 340,000);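 active = mean replicate activation score at least 90 and every replicate individually at or above 90; inconclusive = only one of the two criteria met; inactive = neither criterion met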;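 note: higher luciferase means less miR-122 activity so hits act as miR-122 inhibitors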
Cneo AK release: causes C. neoformans cell lysis | adenylate kinase release luminescence, 4 h; normalised: neutral wells 0, clomiphene wells 100 | lysis activity, % at 15 µM | actives 0.2% (n = 360,000) | AID 651654;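 active = mean lysis activity across replicates of at least 80%, whatever share of replicates individually reach that level; inactive = mean lysis activity below 80%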
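Schedule: static 4 h at 37 °C with compound, 1 h detection; system: C. neoformans cells; benchmarks: Clomiphene as positive control; buffer or medium: fresh YPD medium; measure: luminescence rise reflecting yeast cell lysis; measured by: luminescent adenylate kinase detection reagent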
CASP6 VEID inh: caspase-6 (human) enzyme inhibition; P55212; purified caspase-6, Z-VEID-R110 cleavage fluorescence; inhibition, % at 12.5 µM; actives 0.53% (n = 350,000); AID 686996;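 active = mean inhibition across replicates at least about 35%, with every replicate also reaching that limit, limit read from the data; inconclusive = only one of the two criteria met; inactive = neither criterion met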;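 note: 0% = median of neutral control wells and 100% = no fluorescence left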
Target sequence (P55212 24-179 limits assumed): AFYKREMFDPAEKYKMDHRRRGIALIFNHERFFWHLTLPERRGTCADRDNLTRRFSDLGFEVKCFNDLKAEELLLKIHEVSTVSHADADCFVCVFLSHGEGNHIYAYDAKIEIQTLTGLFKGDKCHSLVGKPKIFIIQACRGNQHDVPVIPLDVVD
Target sequence (P55212 194-293 limits assumed): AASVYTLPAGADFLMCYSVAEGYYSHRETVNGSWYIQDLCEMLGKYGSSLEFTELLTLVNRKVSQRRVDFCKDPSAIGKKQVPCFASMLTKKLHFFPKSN
FN deposition inh: fibronectin deposition inhibition; AH1F fibroblasts, Alexa488-fibronectin deposition fluorescence, overnight; inhibition, % at 12.6 µM; actives 0.086% (n = 350,000);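 active = mean inhibition across replicates of 30% or more, regardless of how many single replicates reach that level; inconclusive = mean under 30% yet at least half of replicates reach 30%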;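 note: positive control wells lacked labelled fibronectin entirely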
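Assay system: AH1F fibroblasts / Quantity: 10000 cells per well / Medium: DMEM plus 2% serum, read in PBS / Reagent: labelled fibronectin 24 nM / Dosing: single dose, pinned / Times: 1 h cell attachment, overnight exposure to compound and label / Signal: fluorescence, ex 485 nm, em 525 nm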
An asterisk follows results filed as active; u = inconclusive; x = not tested or not shown; & = joins results of further samples; [ ] = remark or other dose.

SMILES	PGC1a acetyl inh	PAX8 inh HTS	EWS-Fli block	LGR2 inh	miR-122 sensor	Cneo AK release	CASP6 VEID inh	FN deposition inh
C[C@H]1CN([C@@H](C)CO)C(=O)c2cc(N(C)C)ccc2O[C@@H]1CN(C)Cc1ccc(Cl)c(Cl)c1	1	18	8	12	12[16.7 µM]	-1	1	-17
C/C=C/c1ccc2c(c1)O[C@H](CN(C)C(=O)CN(C)C)[C@@H](C)CN([C@H](C)CO)S2(=O)=O	1	x	-18	4	1[16.7 µM]	-2	-2	-7
Cc1cc(-c2nc(C)c(C(=O)NNS(=O)(=O)c3ccccc3)s2)no1	-3	17	13	-1	-9	-1	-4	2
O=C(CN1C(=O)c2ccccc2S1(=O)=O)N1CCc2ccccc21	x	91*	x	x	-1	0	x	2
C[C@H](CO)N1C[C@H](C)[C@H](CN(C)S(=O)(=O)c2cn(C)cn2)Oc2c(NS(=O)(=O)c3ccc(Cl)cc3)cccc2C1=O	0	x	-5	-2	-3[16.7 µM]	x	x	x
Cc1nc2ccc3nc(NC(=O)c4ccc5c(c4)OCCO5)sc3c2s1	-7	x	x	-16	0	-6	x	x
Cc1ccccc1NC(=O)CSc1n[nH]c(-c2ccccn2)n1	-2	-7	27	6	-5	1	-1	-1
N#Cc1ccccc1NC(=O)CSc1nnc(-c2ccc(F)cc2)n1-c1ccccc1	8	x	x	-3	2	-2	x	x
C[C@@H]1CN([C@@H](C)CO)C(=O)c2cc(NC(=O)c3ccncc3)ccc2O[C@@H](C)CCCCO[C@@H]1CN(C)C(=O)Nc1cccc2ccccc12	4	4	-31	5	6[16.7 µM]	0	0	x
O=C(CNc1cccc(S(=O)(=O)N2CCOCC2)c1)Nc1ccc(C(F)(F)F)cc1	x	11	12	19	x	x	0	1
CCCNC(=O)N1CCC(Cc2ccccc2)CC1	-7	-15	x	16	-10	-1	1	4
COc1cc(NC(=O)CN2C(=O)NC(c3ccccc3)(c3ccccc3)C2=O)c(C)cc1[N+](=O)[O-]	x	4	-6	-6	x	x	0	-5
COc1ccc(NC(=O)N[C@H]2CC[C@@H](CCn3cc(-c4ccccn4)nn3)O[C@@H]2CO)cc1	5	-4	13	10	3[16.7 µM]	8	1	-10
CCCS(=O)(=O)N1CCC(C(=O)c2cccc(C(F)(F)F)c2)CC1	-20	x	3	2	2	-2	0	x
COc1ccc(S(=O)(=O)N(C)C[C@H]2Oc3c(NS(=O)(=O)c4cn(C)cn4)cccc3C(=O)N([C@H](C)CO)C[C@@H]2C)cc1	13	8&-4	-6&-1	6&0	-9	1	0&-1	-10
O=C(C[C@H]1CC[C@H]2NC[C@@H](O)COC[C@@H]2O1)NCc1ccc2c(c1)OCO2	3	9	-5	-4	3[16.7 µM]	2	-3	-1
CCC(=O)Nc1ccc2c(c1)OC[C@@H](C)N(CC1CCCCC1)C[C@H](C)[C@H](OC)CN(C)C2=O	5	-2	3	-16	1[16.7 µM]	x	x	6
CNC[C@@H]1OCCCC[C@@H](C)Oc2ccc(NC(=O)c3ccccc3)cc2C(=O)N([C@@H](C)CO)C[C@H]1C	3	-4	-7	-3	5[16.7 µM]	x	x	x
Cc1cc(C)nc(SCc2nnc(SCc3ccc([N+](=O)[O-])cc3)n2Cc2ccco2)n1	x	-2	6	x	x	x	2	4
CN1CCN(c2ccccc2NC(=O)Cc2ccc(Cl)cc2)CC1	-2	x	9	8	12	0	-4	x
O=C(Oc1cc2oc(=O)c3c(c2cc1Cl)CCCC3)c1ccco1	28	-7	x	x	1	-3	x	1
CCC(Sc1nc(N)c(NC(=O)c2ccc(OC)cc2)c(=O)[nH]1)C(=O)O (configuration not stated)	x	8	6	3	-9	-1	1	-11
COc1ccc(C(CCNCc2ccc(N(C)C)cc2)c2ccccc2)cc1 (configuration not stated)	x	4	48	27	x	0	2	0
O=C(NCCN1CCCCC1)[C@H]1[C@H](CO)[C@H]2Cn3c(cccc3=O)[C@H]2N1Cc1ccccn1	x	-1	-2	2	x	-3	1	x
Cc1ccc(S(=O)(=O)Nc2c(C)n(C)n(-c3ccccc3)c2=O)cc1C(=O)OC(C)C(=O)N(C)c1ccccc1 (configuration not stated)	8	-1	11	3	6	0	x	-3
Next part
SMILES	PGC1a acetyl inh	PAX8 inh HTS	EWS-Fli block	LGR2 inh	miR-122 sensor	Cneo AK release	CASP6 VEID inh	FN deposition inh
O=C(NCC[C@@H]1CC[C@H](NC(=O)c2ccc3c(c2)OCO3)[C@@H](CO)O1)Nc1cc(F)ccc1F	-2	11	-5	-1	-5[16.7 µM]	-3	-2	1
C[C@@H]1CN([C@@H](C)CO)C(=O)c2cc(NS(=O)(=O)c3cn(C)cn3)ccc2O[C@@H]1CN(C)C(=O)Nc1ccc2c(c1)OCO2	3	x	-14	3	2[16.7 µM]	-3	2	x
Cc1ccc(S(=O)(=O)N(C)C[C@H]2Oc3ccc(NC(=O)C4CCCCC4)cc3CC(=O)N([C@@H](C)CO)C[C@H]2C)cc1	1	x	7	0	-8[16.7 µM]	-9	0	x
Cc1ccc(/C=N/NC(=O)Cc2cccn2C)cc1	x	-29	-42	-29	x	x	-4	-2
COc1cccc2sc(=NC(=O)CS(=O)(=O)c3ccc(Cl)cc3)n(C)c12	x	26	13	-2	x	x	-6	-6
O=C(CSc1nncs1)NCCNC(=O)CSc1nncs1	x	14	2	-11	x	x	3	6
Cc1noc(C)c1NC(=O)N(C)C[C@@H]1OCCCC[C@@H](C)Oc2ccc(NS(=O)(=O)c3ccc(F)cc3)cc2C(=O)N([C@@H](C)CO)C[C@H]1C	x	-3	-4	-9	12[16.7 µM]	0	-4	6
CC=Cc1ccc2n(c1=O)C[C@@H]1[C@@H](CO)[C@H](C(=O)NC3Cc4ccccc4C3)N(CCC)[C@H]21 (mixture of isomers)	x	10	-1	2	1[16.7 µM]	58	0	x
CCOc1ccc(-c2nnn(CC(=O)NCCc3c[nH]c4ccccc34)n2)cc1	-6	x	x	x	-25	0	x	5
C[C@H](CO)N1C[C@H](C)[C@@H](CN(C)C(=O)C2CCC2)Oc2ncc(-c3cccc(F)c3)cc2C1=O	-1	-11	-4	-7	10[16.7 µM]	-1	-4	-4
COc1ccccc1/C=C\C=N\NC(=O)c1ccco1	-1	-28	-34	-24	4	1	-2	x
COC(=O)C[C@@H]1CC[C@@H](NS(=O)(=O)c2cccc(OC)c2)[C@@H](CO)O1	x	-6	2	-6	x	x	1	-4
Cc1cccnc1CC(C)NC(=O)c1cc(COc2cncc(Cl)c2)on1 (configuration not stated)	-3	-64	-22	-24	-3	1	6	3
Cc1cc(-c2cc(-c3ccccc3)on2)nc(NC2CCCC2)n1	x	-24	-6	-22	x	5	0	-2
C=CCc1cccc(/C=N/NC(=O)c2ccc3nc[nH]c3c2)c1O	x	42	x	-7	9	-2	-2	8
O=C(c1ccc(S(=O)(=O)N2CCCCC2)cc1)N1CCN(CCN2C(=O)c3cccc4cccc(c34)C2=O)CC1	1	1	0	77*	x	x	0	-2
CC(=O)NCC(=O)NC(C(=O)Nc1ccc2c(c1)OCCO2)c1ccccc1 (configuration not stated)	5	x	x	1	-4	-2	0	x
O=C(C1CC1)N1CC[C@@H]2[C@H](CO)Nc3ccc(C#Cc4ccccc4F)cc3[C@@H]21	-6	-27	-4	14	-13[16.7 µM]	58	x	5
C[C@@H]1CN([C@@H](C)CO)C(=O)c2cc(-c3cccc(F)c3)cnc2O[C@H]1CN(C)C(=O)c1cccc(F)c1	-14	8	7	-7	-3[16.7 µM]	2	0	-11
COc1cccc(NC(=O)N2C[C@@H](O)COC[C@H]3O[C@@H](CC(=O)N(C)C)CC[C@@H]32)c1	-1	0	-8	-4	0[16.7 µM]	2	-1	-2
COc1ccc(CNC(=S)N/N=C(/C)c2ccccc2)cc1	-1	-105	-31	-87	-3	14	1	2
O=C1COc2ccc(S(=O)(=O)CCC(=O)N3CCN(c4cccc(Cl)c4)CC3)cc2N1	14	26	x	-5	-2	-2	0	-1
C=C1CCN(c2ccc(C(=O)NCc3ccccc3)cc2[N+](=O)[O-])CC1	u	-10	-7	-9	-4	1	-3	-22
Cc1cc(C(=O)Nc2cccc3c2O[C@H](CN(C)Cc2ccncc2)[C@@H](C)CN([C@@H](C)CO)C3=O)n(C)n1	-7	-3	5	-3	-2[16.7 µM]	53	0	x
COc1ccc(CCC(=O)NNC(=O)c2ccc(F)cc2)cc1	0	1	-3	9	2	-1	-4	-1
(further entries)
SMILES	PGC1a acetyl inh	PAX8 inh HTS	EWS-Fli block	LGR2 inh	miR-122 sensor	Cneo AK release	CASP6 VEID inh	FN deposition inh
CC(C)NC(=O)C1CCN(S(=O)(=O)c2ccc(N3CCCC3=O)cc2)CC1	1	-3	x	3	-7	-1	0	13
Cc1cccc(Cn2c(O)c(N=NC(=S)Nc3ccccc3F)c3ccccc32)c1	x	28	31	-11	x	x	3	11
Cc1cc(C)nc(SCC(=O)Nc2ncc3c(n2)CCCC3=O)n1	9	1	x	x	9	0	x	-7
Cc1noc(C)c1NC(=O)N(C)C[C@@H]1Oc2ccc(NC(=O)Nc3cccc4ccccc34)cc2CC(=O)N([C@@H](C)CO)C[C@@H]1C	-1	23	-10	18	-6[16.7 µM]	49	2	7
Cc1ccc([C@@H]2CC(=O)[C@@H]3CN(S(=O)(=O)c4ccc(C)cc4)[C@H](c4ccccc4)C[C@@H]3N2S(=O)(=O)c2ccc(C)cc2)cc1	-17	14	3	x	-1	8	1	11
COc1ccccc1C#Cc1cnc2c(c1)C(=O)N([C@@H](C)CO)C[C@H](C)[C@H](CN(C)C)O2	12	x	1	5	-2[16.7 µM]	-4	-1	-7
O=C(C[C@@H]1CC[C@@H](NC(=O)Cc2ccccn2)[C@H](CO)O1)NCCc1ccncc1	1	-15	3	3	-8[16.7 µM]	x	x	0
c1ccc(C(c2ccccn2)c2ccccn2)cc1	x	-5	-2	2	x	x	3	8
CN1C(=O)c2cc(NC(=O)c3ccc(Cl)cc3)ccc2OC[C@H]2O[C@@H](CC(=O)NCc3cccc(F)c3)CC[C@H]21	-2	27	4	3	-18[16.7 µM]	-4	-1	-16
COC(=O)c1cc(NC(=O)c2cc(-c3ccc(C(F)(F)F)cc3)oc2C(F)(F)F)ccc1N1CCOCC1	3	17	16	15	x	2	-1	-6
CCOc1cc(N2CCOCC2)c(OCC)cc1NC(=O)COc1ccccc1[N+](=O)[O-]	14	-4	-20	5	3	0	0	12
Cc1ccc(OCCOc2ccc(S(=O)(=O)N3CCCC3)cc2C(N)=O)cc1	-1	-3	4	0	6	2	0	-12
O=S(=O)(NCCN1CCOCC1)c1ccc2ccccc2c1	-3	7	5	17	53	-1	-9	2
Cc1ccc(C(=O)Nc2ncccc2C)o1	-38	4	-6	2	x	-3	-1	1
O=C(Cn1c(C(F)(F)F)nc2ccccc21)N1CCCC1	-17	7	x	x	-4	2	x	8
CCOC(=O)C1=CCC(c2ccc(Cl)cc2)N(S(=O)(=O)c2ccc(C)cc2)C1 (configuration not stated)	-20	-26	-16	-15	14	2	-1	6
O=C1CCCN2N=C(SCC(=O)Nc3nc4ccccc4s3)SC2=N1	-12	-27	-5	-42	7	9	2	x
C[C@H](NC(=O)C[C@H]1CC[C@@H](NS(=O)(=O)c2cccc(F)c2)[C@@H](CO)O1)c1ccccc1	-2	x	x	-7	x	3	3	-6

The order is random; 2.5% or so of the library scored in one or more.
